# GAA inhib: blocks human lysosomal alpha-glucosidase; P10253; purified human GAA, 4-MU-alpha-glucoside fluorescence; Potency, µM (series often up to 76.9 µM), inactives show at the top dose activity change, negative = inhibition, actives largely listed as inhibitors; 0.005% of 200,000 active;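 also: potency is read from the fitted curve at half-maximal effect; plate controls were uninhibited enzyme wells for no effect and no-enzyme background for full effect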
#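 qHTS format, compound range up to 77 uM. Human lysosomal enzyme at 4 nM, 400 uM 4-MU glucoside substrate, pH 5.0, 20 min room temperature; fluorescence after alkaline stop gives activity normalized to controls.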
# HttQ103 aggreg: inhibitors of mutant huntingtin aggregate formation in PC12 cells | 1.1% of 220,000 active | PC12 HttQ103-GFP aggregates, Acumen cytometry, 40 h | Potency, µM (doses to about 46.1 µM), inactives show at the highest dose activity change, negative = inhibition, actives largely listed as inhibitors; also: potency is read from the fitted curve at half-maximal effect; % is scaled to controls: 0 for no effect and ±100 for the full control effect; nearly all actives have a fitted effect of over 60% in size
#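 Compounds (qHTS titration) were added to PC12 cells expressing an ecdysone-driven HTT exon 1 Q103–GFP fusion after induction with 100 nM tebufenozide. Aggregate formation was measured as GFP objects in cell lysates.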
# Lamin A splicing: LMNA splicing modulation; Potency, µM (series often up to 46.1 µM), for the others: at the top dose ratio change, negative = inhibition, hits mostly inhibitors; HeLa LMNA splicing GFP/RFP minigene ratio, 48 h; 0.01% of 200,000 active; active = well fitted inhibition curve with a large enough effect in the signal ratio, with a control signal flat, not every such curve was filed as active; inconclusive = small, poorly fitted or top-dose-only effect, or effect the other way, or a change in a side signal; the % refers to the signal ratio; also: potency is read from the fitted curve at half-maximal effect; % is scaled to controls: 0 for no effect and ±100 for the full control effect
#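 S3 HeLa stable clones carrying a lamin A-EGFP splicing minigene plus DsRed2 were seeded at 600 cells/well in Opti-MEM with 2% FBS, pin-dosed and incubated 48 h at 37°C. Acumen cytometry (488 nm) gave the GFP/RFP total-intensity ratio.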
# HTT cytoprotect: Huntington cell model cytoprotection by ATP luminescence. PC12 HTT-Q103 induced, cytoprotection, ATP luminescence, 40 h. AID 1471. 0.14% of 230,000 active. Potency, µM (highest dose often 56.4 µM), for the others: cytoprotection (ATP increase), most hits filed as activators;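 also: potency is read from the fitted curve at half-maximal effect; % of control where 0% means no effect; nearly all actives have a fitted effect of over 45% in size; toxic huntingtin expression switched on by the ecdysone agonist tebufenozide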
#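 Stable PC12 Q103-GFP cells in serum-supplemented, phenol red-free DMEM; induction by tebufenozide at 100 nM final; compound dose series; cell viability quantified luminescently from ATP.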
# CBFb RUNX1 block: CBF-beta/RUNX1 interaction disruption; Potency, µM (titrated, usually from 59.8 µM), without a hit: at the highest dose activity, negative = inhibition, actives largely listed as inhibitors; AID 1477; AlphaScreen CBFb-His/RUNX1-biotin binding, biochemical; Q01196+Q13951; 230,000 tested, under 10 active; also: % of control where 0% means no effect
# Target sequence (Q01196 whole entry, looked up): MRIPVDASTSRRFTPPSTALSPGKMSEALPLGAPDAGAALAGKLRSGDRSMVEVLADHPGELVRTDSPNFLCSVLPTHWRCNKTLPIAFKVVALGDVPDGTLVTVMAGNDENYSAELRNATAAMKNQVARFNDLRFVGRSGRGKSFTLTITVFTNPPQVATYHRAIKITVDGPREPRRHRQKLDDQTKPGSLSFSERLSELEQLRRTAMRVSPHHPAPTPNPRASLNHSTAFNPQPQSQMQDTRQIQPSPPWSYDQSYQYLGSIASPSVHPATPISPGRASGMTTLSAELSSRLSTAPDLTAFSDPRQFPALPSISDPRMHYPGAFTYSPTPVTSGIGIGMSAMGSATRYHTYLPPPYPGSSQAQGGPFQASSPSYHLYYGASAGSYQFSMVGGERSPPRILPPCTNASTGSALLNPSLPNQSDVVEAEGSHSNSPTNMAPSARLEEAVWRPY
# Target sequence (Q13951 whole entry, looked up): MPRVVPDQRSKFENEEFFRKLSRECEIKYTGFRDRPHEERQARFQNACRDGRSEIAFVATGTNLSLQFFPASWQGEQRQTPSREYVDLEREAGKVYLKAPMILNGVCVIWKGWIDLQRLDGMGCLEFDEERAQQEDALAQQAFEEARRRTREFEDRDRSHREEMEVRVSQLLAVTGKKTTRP
#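 Proteins preincubated together for 20 min at RT before compound addition; 15 min later, nickel and streptavidin beads were added and left 90 min prior to AlphaScreen measurement.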
# aGlu spleen mod: inhibits or activates alpha-glucosidase in human spleen homogenate; P10253; human spleen homogenate, 4-MU-alpha-glucoside fluorescence; Potency, µM (doses to about 79.9 µM), for the others: at the top dose activity change, negative = inhibition, most hits filed as inhibitors; 0.006% of 240,000 active; AID 2112;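 also: potency is read from the fitted curve at half-maximal effect; 0% = enzyme with vehicle and -100% = no enzyme basal signal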
#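 AC50 values come from Hill-equation fits of concentration-response data, normalized to no-enzyme and full-activity controls. Enzyme source: 1 ug human spleen homogenate; 1 mM fluorogenic 4-MU glucoside, pH 5.0 citrate buffer, 37 C, 40 min.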
# GAA glycogen: GAA glycogen-cleavage inhibition or activation. recombinant GAA, glycogen substrate, Amplex Red glucose oxidase fluorescence. Potency, µM (titrated, usually from 76.4 µM), without a hit: top-dose activity change, negative = inhibition, actives largely listed as inhibitors. 0.38% of 300,000 active;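 also: potency is read from the fitted curve at half-maximal effect; 0% = full enzyme reaction and -100% = no-enzyme basal signal; the screen sought inhibitors and activators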
#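 Natural-substrate format: glycogen cleavage by 4 nM human enzyme, glucose read by Amplex Red coupling (Ex 573, Em 610 nm). Normalized to enzyme and no-enzyme controls.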
# Active calls of the source: *; ? = inconclusive; / = no result given; [ ] = another dose, or the depositor's remark. Unless noted, calls follow the shape of the dose curve; as a rule, active = well fitted curve in the direction sought with a large enough effect; inconclusive = small, poorly fitted or top-dose-only effect, or another doubt; inactive = no such curve, though single readings can be large; an effect the other way counts as inactive or inconclusive.
# The opening 10 records as a preview:
SMILES,GAA inhib,HttQ103 aggreg,Lamin A splicing,HTT cytoprotect,CBFb RUNX1 block,aGlu spleen mod,GAA glycogen
COc1ccc(C2CC(c3cccs3)=NN2c2nc(-c3ccccc3)cs2)cc1OC (stereo not drawn),7%,2%,-4%,13%[10 µM],4%,-12%,5%
Cc1ccc(NC(=O)N2CCC(C(=O)NCc3ccccc3)CC2)cc1,2%,-9%,-9%,-2%[10 µM],8%,0%,3%
CCCn1c(CN2CCN(c3cccc(Cl)c3)CC2)nc2c1c(=O)n(C)c(=O)n2C,-9%,5.6µM*,-14%,-128%[inhibitor],-2%,-1%,24%
CCN(CC)S(=O)(=O)c1ccc(Cl)c(NC(=O)COC(=O)c2cc(-c3ccccc3Cl)nc3ccccc23)c1,-7%,-5%,?,-9%[10 µM],-7%,2%,1%
CCOC(=O)Cn1nc(C)c(NC(=O)c2ccc(Cl)c([N+](=O)[O-])c2)c1C,-2%,-14%,?,-18%,6%,2%,-3%
Cc1ccc(N=Cc2sc(O)c3ccccc23)cc1,-12%,-16%,2%,3%[10 µM],?,-2%,?
Cc1ccc(S(=O)(=O)N(C)C)cc1NC(=O)COC(=O)c1ccc2c(c1)OCCO2,0%,-16%,/,-8%,-3%,3%,5%
CCOCCCNS(=O)(=O)c1ccc(OC)c(Cl)c1Cl,5%,14%,-7%,-5%[10 µM],2%,-7%,7%
O=C(C1CC1)N1CCC(c2nc(-c3ccc(S(=O)(=O)NCC4CCCO4)cc3)no2)CC1 (stereo not drawn),-1%,?,?,-11%[10 µM],1%,-4%,1%
Cc1ccc(-n2c(SCC(=O)N3CCOCC3)nnc2-c2cccnc2)cc1C,10%,-15%,15%,-13%[10 µM],-3%,-1%,3%

# This part in full, from the start:
SMILES,GAA inhib,HttQ103 aggreg,Lamin A splicing,HTT cytoprotect,CBFb RUNX1 block,aGlu spleen mod,GAA glycogen
COc1ccc(C2CC(c3cccs3)=NN2c2nc(-c3ccccc3)cs2)cc1OC (stereo not drawn),7%,2%,-4%,13%[10 µM],4%,-12%,5%
Cc1ccc(NC(=O)N2CCC(C(=O)NCc3ccccc3)CC2)cc1,2%,-9%,-9%,-2%[10 µM],8%,0%,3%
CCCn1c(CN2CCN(c3cccc(Cl)c3)CC2)nc2c1c(=O)n(C)c(=O)n2C,-9%,5.6µM*,-14%,-128%[inhibitor],-2%,-1%,24%
CCN(CC)S(=O)(=O)c1ccc(Cl)c(NC(=O)COC(=O)c2cc(-c3ccccc3Cl)nc3ccccc23)c1,-7%,-5%,?,-9%[10 µM],-7%,2%,1%
CCOC(=O)Cn1nc(C)c(NC(=O)c2ccc(Cl)c([N+](=O)[O-])c2)c1C,-2%,-14%,?,-18%,6%,2%,-3%
Cc1ccc(N=Cc2sc(O)c3ccccc23)cc1,-12%,-16%,2%,3%[10 µM],?,-2%,?
Cc1ccc(S(=O)(=O)N(C)C)cc1NC(=O)COC(=O)c1ccc2c(c1)OCCO2,0%,-16%,/,-8%,-3%,3%,5%
CCOCCCNS(=O)(=O)c1ccc(OC)c(Cl)c1Cl,5%,14%,-7%,-5%[10 µM],2%,-7%,7%
O=C(C1CC1)N1CCC(c2nc(-c3ccc(S(=O)(=O)NCC4CCCO4)cc3)no2)CC1 (stereo not drawn),-1%,?,?,-11%[10 µM],1%,-4%,1%
Cc1ccc(-n2c(SCC(=O)N3CCOCC3)nnc2-c2cccnc2)cc1C,10%,-15%,15%,-13%[10 µM],-3%,-1%,3%
CC1SCC(=O)N(CC(=O)NCCc2ccccc2)C1=O (stereo not drawn),1%,-10%,?,-7%,6%,/,6%
COc1ccc(NC(=S)Nc2ccccc2)cn1,0%,2%,-8%,?,2%,-7%,1%
Cc1ccc2[nH]c(-c3ccc(F)cc3F)cc(=O)c2c1,/,/,/,-289%[inhibitor][96.6 µM],4%[89.1 µM],7%[119 µM],/
O=C(NCc1ccco1)c1cnn2c1NC(c1ccc(Br)cc1)CC2C(F)(F)F (stereo not drawn),-1%,-7%,?,18%[10 µM],-8%,-15%,-14%
O=C(CN1CCN(c2nc(-c3ccccc3)cs2)CC1)NNC(=O)c1ccco1,5%,4%,9%[46 µM],16%[10 µM],-1%,0%,-4%
O=S(=O)(Nn1cnnc1)c1ccc2ccccc2c1,-5%,-8%,?,-28%,3%,-1%,-1%
c1ccc(CCNc2nc(-c3ccccn3)nc3ccccc23)cc1,/,-32%[9.22 µM],/,-47%[inhibitor][10 µM],?,-19%,5%
CCc1ccc(NC(=O)c2c(Cl)nc(C)c(Cl)c2C)cc1,-4%,-19%,?,36%[10 µM],14%,-2%,2%
Cc1ccc(S(=O)(=O)CC(O)COc2ccc(F)cc2Cl)cc1 (stereo not drawn),-7%,13%[9.22 µM],5%[46 µM],-37%[1.9 µM],-4%,-13%,-4%
COc1ccc2[nH]c(=O)c(CNC3CCCCC3)cc2c1,?,?,-16%,-15%[0.074 µM],-2%,6%,4%
O=C(NN1C(=O)C2C3C=CC(C4CC34)C2C1=O)c1ccccc1Cl (stereo not drawn),9%,12%,0%,?,3%,-5%,4%
COc1c(Cl)cc(-c2noc(C)c2C(=O)NC(C)C)cc1Cl,-2%,-23%,-5%,-4%,2%[2.36 µM],3%,1%
CCOc1ccc(Cn2c3ccc(OC)cc3c3nc4ccccc4nc32)cc1OC,-11%,0%,-13%,-6%[10 µM],26%,6%,-4%
Cc1[nH]n(-c2ccccc2)c(=O)c1N=Nc1ccccc1C(=O)N1CCCCC1,/,-36%[9.22 µM],/,-4%[10 µM],-2%,-2%,6%
COc1ccc(CC(=O)N2N=C(c3ccncc3)CC2(O)C(F)(F)F)cc1 (stereo not drawn),-7%,9%,/,-94%[inhibitor],3%,-1%,1%
C/C(=N\NC(=O)CO/N=C(\C)c1cccs1)c1ccc(N)cc1,2%,10%[9.22 µM],/,3%[10 µM],7%,-4%,-8%
COc1cc(-c2cc(C(=O)Nc3ccc(S(=O)(=O)NCc4ccco4)cc3)c3ccccc3n2)cc(OC)c1OC,6%,8%,?,-8%[10 µM],0%,18%,-2%
COc1cc(CNCCN(C)C)c(Br)cc1OC1CCCC1,/,-11%[9.22 µM],/,-17%[10 µM],7%,8%,-2%
N=C1/C(=C\c2ccc(SCc3ccccc3)o2)C(=O)N=C2SC(CC(=O)N3CCOCC3)=NN12,/,-30%[9.22 µM],/,-4%[10 µM],?,0%,-5%
CCCCC(=O)NC(c1ccc([N+](=O)[O-])cc1)c1c(O)ccc2ccccc12 (stereo not drawn),-3%,?,?,25%[10 µM],-27%,3%,6%
O=C1CCN(CCc2ccccc2)CCN1[C@H](CSc1ccc(Br)cc1)Cc1ccccc1,/,?,/,-91%[inhibitor][10 µM],-5%,-1%,-10%
CC(C)N(c1nnc(N)s1)C(C)C,2%,12%,-11%,-13%[10 µM],3%,0%,?
CCn1c(Cc2ccccc2)nnc1SCc1nc2ccccc2c(=O)[nH]1,-3%,2%,-10%,-10%[10 µM],11%,-4%,-3%
CCN(CC)S(=O)(=O)c1ccc(N2CCCC2)c(C(=O)OCC(=O)N2CCCC2)c1,?,13%,/,/,3%,-2%,7%
CC(C)CNC(=O)c1ccc(Cl)c(Cl)c1,-4%,-6%,-2%,-13%,5%,3%,1%
CCCNC(=O)OC[C@H]1O[C@@H](CCO/N=C2/C[C@@H](O)[C@@H](O)[C@@H]3[C@@H]4C(=O)N(CC)C(=O)[C@H]4CC[C@@H]23)C=C[C@@H]1Oc1ccc(OC)cc1,/,/,/,-74%[inhibitor][10 µM],20%[13.1 µM],-6%[17.4 µM],/
COc1ccc(CNC(=O)COC(=O)C2=COCCO2)cc1,-3%,-1%[9.22 µM],9%,11%,0%,-3%,10%
S=C1NCCOCCOCCNC(=S)N2CCOCCOCCN1CCOCCOCC2,-3%,20%,/,14%,8%,4%,-1%
O=c1c(-c2ccccc2)n[nH]c2ccccc12,-15%,-7%,-8%,-56%[inhibitor],4%,0%,-10%
COc1ccc(OCCSc2nnc(-c3cccnc3)n2N)cc1,1%,19%,4%,5%[10 µM],6%,6%,16%
CC1CCCN(CC(=O)Nc2ccc(S(=O)(=O)N3CCCCCC3)cc2)C1 (stereo not drawn),-2%,-13%,8%,-4%,1%,-12%,5%
CCOC(=O)N1CCN(C(=O)c2ccc(N3C(=O)CCC3=O)cc2)CC1,1%,-2%,-5%,-2%[10 µM],0%,0%,6%
Cc1cc2c(c(=O)n1CC1CCCO1)C(c1ccco1)C(C#N)=C(N)O2 (stereo not drawn),-2%,-16%,2%,-13%[0.074 µM],0%,4%,1%
O=C1SC(c2ccccc2)=C/C1=C\N1CCCCC1,3%,5%,-4%,-64%[inhibitor],-2%,-2%,?
Cc1ccccc1C(=O)N1CCN(c2ccc(NC(=O)c3ccc4c(c3)OCO4)cc2)CC1,5%,-40%[9.22 µM],?,-11%[10 µM],3%,1%,-24%
CSCC[C@H](NC(=O)C1CCN(S(=O)(=O)c2ccc(C)cc2)CC1)C(=O)NCc1ccco1,-12%,11%,17%,-7%,-6%,-17%,-14%
O=C(NCc1ccc2c(c1)OCO2)c1ccc(CSCc2ccccc2Cl)o1,-2%,-10%,?,18%[10 µM],0%,10%,-10%
CC(=O)OCCNc1cc(Sc2nc3ccccc3[nH]2)c2nonc2c1[N+](=O)[O-],1%,?,?,-35%[10 µM],-4%,1%,14%
COc1ccc(OC)c(C2C(C(=O)c3ccccc3)=C(C)Nc3nc4ccccc4n32)c1 (stereo not drawn),1%,7%,0%,/,-6%[2.36 µM],1%,6%
Cc1ccccc1C(=O)NC(CC(C)C)C(=O)NN1C(=O)c2ccccc2C1=O (stereo not drawn),?,3%,/,-21%,-1%,-5%,-2%
CCOc1ccc(C(C)=O)cc1CN1C(=O)NC2(CCCCC2C)C1=O (stereo not drawn),-3%,1%,3%,0%,1%,-1%,5%
